KDM5B inh – inhibitors of human KDM5B histone demethylase; Q9UGL1; KDM5B demethylase, FDH-coupled NADH fluorescence (FDH is formaldehyde dehydrogenase); Potency, µM (top dose mostly 57.7 µM), without a hit: top-dose activity change, negative = inhibition, most hits filed as inhibitors; 2.6% of 220,000 active; AID 1347165; active = well fitted inhibition curve with a large enough effect; inconclusive = small, poorly fitted or top-dose-only effect; inactive = no such curve, though single readings can be large or run the other way; note: 0% is about no effect; nearly all actives have a fitted effect of over 70% in size
Target sequence (Q9UGL1 whole entry, looked up): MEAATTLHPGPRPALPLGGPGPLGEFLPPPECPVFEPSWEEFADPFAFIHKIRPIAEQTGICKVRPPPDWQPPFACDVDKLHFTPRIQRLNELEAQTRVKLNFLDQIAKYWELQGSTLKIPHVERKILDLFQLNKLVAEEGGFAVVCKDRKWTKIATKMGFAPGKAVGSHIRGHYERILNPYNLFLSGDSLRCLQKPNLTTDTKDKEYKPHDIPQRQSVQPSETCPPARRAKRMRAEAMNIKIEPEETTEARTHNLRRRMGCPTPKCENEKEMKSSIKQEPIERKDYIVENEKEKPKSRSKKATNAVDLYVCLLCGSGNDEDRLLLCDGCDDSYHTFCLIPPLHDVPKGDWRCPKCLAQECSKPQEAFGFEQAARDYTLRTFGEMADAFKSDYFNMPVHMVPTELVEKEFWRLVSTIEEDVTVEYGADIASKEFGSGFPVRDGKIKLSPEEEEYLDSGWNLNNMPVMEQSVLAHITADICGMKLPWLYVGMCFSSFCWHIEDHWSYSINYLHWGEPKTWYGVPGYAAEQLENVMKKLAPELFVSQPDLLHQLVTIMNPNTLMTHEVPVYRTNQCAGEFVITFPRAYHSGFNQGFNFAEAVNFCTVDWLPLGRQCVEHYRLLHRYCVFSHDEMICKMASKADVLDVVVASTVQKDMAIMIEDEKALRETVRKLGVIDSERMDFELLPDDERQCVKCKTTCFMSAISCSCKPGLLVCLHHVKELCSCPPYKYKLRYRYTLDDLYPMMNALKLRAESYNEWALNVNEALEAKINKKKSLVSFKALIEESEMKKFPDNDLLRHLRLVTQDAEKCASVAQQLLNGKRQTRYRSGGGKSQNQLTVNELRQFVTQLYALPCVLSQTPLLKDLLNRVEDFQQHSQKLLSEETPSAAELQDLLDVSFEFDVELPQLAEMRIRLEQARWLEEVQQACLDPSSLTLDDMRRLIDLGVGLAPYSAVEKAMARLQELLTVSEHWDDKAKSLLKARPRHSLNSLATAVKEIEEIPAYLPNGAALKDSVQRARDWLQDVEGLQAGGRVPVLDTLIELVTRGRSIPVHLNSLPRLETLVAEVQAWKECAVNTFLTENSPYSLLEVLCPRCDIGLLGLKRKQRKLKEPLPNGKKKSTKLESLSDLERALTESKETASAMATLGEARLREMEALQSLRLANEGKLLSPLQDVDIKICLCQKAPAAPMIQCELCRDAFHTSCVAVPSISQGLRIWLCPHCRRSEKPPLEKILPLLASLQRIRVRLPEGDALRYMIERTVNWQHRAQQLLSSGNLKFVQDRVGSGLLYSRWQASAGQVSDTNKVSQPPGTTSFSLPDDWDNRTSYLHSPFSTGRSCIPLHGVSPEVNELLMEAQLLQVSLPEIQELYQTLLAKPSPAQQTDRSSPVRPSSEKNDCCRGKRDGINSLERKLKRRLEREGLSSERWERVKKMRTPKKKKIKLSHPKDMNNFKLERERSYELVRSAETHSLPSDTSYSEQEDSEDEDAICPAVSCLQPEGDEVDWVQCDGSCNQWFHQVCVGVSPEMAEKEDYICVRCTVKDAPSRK
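Coupled FDH/NAD⁺ fluorescence readout. KDM5BΔAP 200 nM final; compound titration, 10 min RT preincubation; substrate mix 12.5 µM H3K4me3, 25 µM 2-OG, 50 µM Fe(II), 100 µM ascorbate, 0.25 mM NAD⁺, 0.25 U/mL FDH; ΔRFU over 30 min.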
* marks the source's active call; other numbers are inactive results; i = inactive; u = inconclusive; & = joins results of further samples; [ ] = another dose, or the depositor's remark. Potency is the fitted concentration of half-maximal effect. These rows are one share of the data; rates above refer to the full screens.

Start of the listing, in advance:
SMILES	KDM5B inh
O=C(C1=C(O)C(=O)N(CCc2ccccc2)C1c1ccc(Br)cc1)c1cccs1 (stereo unspecified)	-5%
COc1ccc(C(=O)Nc2ccc(Br)cc2C)cc1Cl	3%
Cc1ccc(Nc2nnc(-c3ccc(C)c(S(N)(=O)=O)c3)c3ccccc23)cc1	-26%
Cc1cc2nc3n(c(=O)c2n1CC(=O)NC1CCCC1)CCCCC3	-26%
CCc1ccc(C(=O)COC(=O)Cc2cccc3ccccc23)cc1	9%

Main list, from the start:
SMILES	KDM5B inh
O=C(C1=C(O)C(=O)N(CCc2ccccc2)C1c1ccc(Br)cc1)c1cccs1 (stereo unspecified)	-5%
COc1ccc(C(=O)Nc2ccc(Br)cc2C)cc1Cl	3%
Cc1ccc(Nc2nnc(-c3ccc(C)c(S(N)(=O)=O)c3)c3ccccc23)cc1	-26%
Cc1cc2nc3n(c(=O)c2n1CC(=O)NC1CCCC1)CCCCC3	-26%
CCc1ccc(C(=O)COC(=O)Cc2cccc3ccccc23)cc1	9%
CCCN(CC1CCOC1)S(=O)(=O)c1ccc(C)c(C)c1 (stereo unspecified)	-9%
O=C(c1ccc2c(c1)OCO2)N1CCC(N2CC3CC(C2)[C@H]2CCCC(=O)N2C3)CC1 (stereo partly specified)	u
CC(=O)c1ccc(S(=O)(=O)N2CCN(C(=O)CSc3ccc(C)c(C)c3)CC2)cc1	3%
Cc1cc(-n2cnnn2)cc(C)c1S(=O)(=O)N(C)c1ccccc1	25%
O=C(CNC(=O)c1ccc(F)cc1)OCc1cc(=O)n2nc(C3CCCCC3)sc2n1	8%
O=C(NCc1cccc(C(F)(F)F)c1)C1CCN(C(=O)/C=C/c2ccccc2)CC1	26%
C=C(c1ccccc1)c1ccc(N(C)C)cc1	u
CCC1=C(C(=O)OC)C(c2ccccc2F)N2C(CC(=O)NCC3CCCO3)=CSC2=N1 (stereo unspecified)	-15%
CC(C)(C)C(=O)COC(=O)c1c(Cl)cccc1Cl	4%
Cc1noc(-c2cn(C3CCN(C(=O)C4(c5ccccc5)CC4)CC3)nn2)n1	-10%
O=C(NNc1ccccc1C(F)(F)F)c1sccc1Br	19%
CCN(Cc1ccccc1)C(=O)CCNS(=O)(=O)c1ccc2c(c1)CC(C)N2C(C)=O (stereo unspecified)	23%
Cc1nc2c3c(C)c(C)n(Cc4ccncc4)c3ncn2n1	u
CN(CCOc1ccccc1Cl)C(=O)c1cc2ccccc2oc1=O	6%
COc1ccc(-c2cn3c(n2)sc2cc(C(=O)Nc4ccc(C)c(Cl)c4)ccc23)cc1	u
COc1cccc(OC)c1C(=O)Nc1ccc(-c2nc3ncccc3o2)cc1	16%
CNC(=O)c1ccc(C(=O)O)cn1	-20%
CN(CC1CCOCC1)S(=O)(=O)c1ccc(F)c(F)c1	0%
CCOc1ccc(CCNC(=O)CSc2nnnn2-c2ccccc2)cc1OCC	u
CCOC(=O)c1c(NC(=O)c2ccc(F)cc2)sc2c1CCC(CC)C2 (stereo unspecified)	u

Remaining list, next part.
SMILES	KDM5B inh
CNC(=O)c1cccc(-c2cnc(Nc3ccccc3)c3c2CCO3)c1	32µM*
CNC(=O)[C@H]1C[C@H](Oc2ccccc2)CN1C(=O)Nc1cccc(F)c1	26%
CN(Cc1ccccc1)C(=O)CCNC(=O)Nc1ccccc1	-5%
Cc1ccccc1C(=O)N1CCC(c2nn(-c3ccc(F)cc3)c(=O)[nH]2)CC1	7%
CC(C)NC(=O)CN(C)CC(O)COc1ccc(Cl)cc1 (stereo unspecified)	-12%
Cc1ccc(Nc2ncc(C(=O)N3CCN(c4cccc(Cl)c4)CC3)c3ccccc23)cc1Cl	u
COC(=O)c1c(NC(C)=O)sc2c(OCc3ccccc3C#N)c(Br)ccc12	-5%
CCN(CCO)C(=S)Nc1cc(C)cc(C)c1	13%
COc1ccc2c(c1)CCN=C2C[C@H]1CN(C(=O)c2c(C)noc2C)CC[C@H]1CC(=O)O	22µM*
Cc1ccc(OCc2ccc(-c3nc(C#N)c(N4CCN(c5cccc(Cl)c5)CC4)o3)o2)cc1	-22%
COc1ccc(C[C@H](NC(=O)[C@@H]2C[C@H](NC(=O)Nc3cccc(SC)c3)CN2C(=O)C=C(C)C)C(N)=O)cc1	25%
COc1ccc(-c2cc(N3CCC(NC(=O)Cc4cccc(OC)c4)CC3)n[nH]2)cc1	-13%
COc1ccc(C)cc1NC(=O)[C@H]1CCC[C@H]1NC(=O)c1cnc(C)cn1	25%
Cc1ccc(CNC(=O)CN2C(=O)C(c3ccccc3)=NC23CCCCCC3)cc1	3%
O=C(NCCCO)C1CC(=O)N(c2n[nH]c3cc(Br)ccc23)C1 (stereo unspecified)	u
Cc1ccccc1-n1nnnc1C1(NC2CCCCC2)CCCC1	26%
COc1ccccc1/C=C/c1nc(C#N)c(NCC(C)C)o1	u
CN(C)CCOC(=O)CCCCCCCCC(=O)OCCN(C)C	22%&2%
Cc1cnc(CC2CCN(C(=O)C(C)c3ccccc3)CC2)n1Cc1ccc(F)cc1 (stereo unspecified)	11%
O=C(c1n[nH]c(=O)c2ccccc12)N1CCN(Cc2ccccc2)CC1	10%
CC(C)c1ccc(C(O)P(=O)(OCc2ccccc2)c2ccc(N(C)C)cc2)cc1 (stereo unspecified)	u
O=C(COc1ccc(F)cc1)Nc1ccc(-c2nnc3n2CCCC3)cc1	-19%
Cc1ccc(C2Cn3nnc(C(=O)N4CCC(C(=O)Nc5ccccc5)CC4)c3CO2)cc1 (stereo unspecified)	28%
Cc1cccc(CNC(=O)Cc2csc3ccccc23)c1	-2%
CC(Oc1ccc(F)cc1F)C(=O)N1CCC2(CC1)CC(=O)N(C)C2 (stereo unspecified)	16%

Following part.
SMILES	KDM5B inh
O=C(COc1ccc(-c2ccccc2)cc1)NCCc1c[nH]c2ccccc12	15%
O=C(NCCc1noc(-c2cccnc2)n1)C1(c2ccccc2)CC1	-5%
CCOc1cc(/C=N/NC(=O)C(=O)NCC2CCCO2)ccc1OCC(=O)N1CCOCC1 (stereo unspecified)	9%
CCn1c(C(=O)N2CCC(C(=O)N3CCN(c4cc(C)ccc4C)CC3)CC2)cc2sccc21	-23%
COc1ccc(NC(=O)Cc2c(C)c3ccc(OC)c(C)c3oc2=O)cc1OC	-17%
Cc1cc(C(=O)N2CCCCC2)c2c(C3CCCNC3)noc2n1 (stereo unspecified)	-11%[149 µM]
COCc1ccc(C(=O)N2CCc3c(ncnc3N3CCOCC3)C2)o1	u
O=C(c1cc(F)ccc1F)N1CCCC2(C1)NC(=O)N(Cc1ccccc1)C2=O (stereo unspecified)	-14%
CC(=O)Nc1ccc(NC(=O)[C@@H](NC(=O)c2ccccc2F)C(C)C)cc1	26%
O=C(NC(=S)Nc1ccccc1N1CCCC1)c1cccs1	0%
Cc1nc(CNC(=O)N(C)Cc2ccc3c(c2)OCO3)cs1	-8%
O=C(CSc1nc2c([nH]c3ccccc32)c(=O)n1-c1ccccc1)Nc1ccc2c(c1)OCO2	u
CCOc1ccc(-c2nc3c(C#N)c[nH]n3c2NC2CCCCC2)cc1	u
O=C(Nc1ccccc1)N[C@H]1C[C@H]2C(=O)NC[C@@H](CCC(=O)N3CCN(c4ccccn4)CC3)N2C1	25µM*
CS(=O)(=O)N1CCN(c2ccc(NC(=O)COc3ccc(Cl)cc3)cc2)CC1	-9%
CN1c2cc(C(N)=O)ccc2C(=O)N2CCCCCC21 (stereo unspecified)	u
CC1CCC(NC(=O)c2ccc(CS(=O)(=O)c3ccc(Cl)cc3)o2)CC1 (stereo unspecified)	-22%
COc1ccc(NC(=O)c2cc(=O)c3cc(C)ccc3o2)c(OC)c1	11%
O=C(c1cc(F)cc(F)c1)N(Cc1ccco1)C1CC1	u
Cc1cc(C)cc(NC(=O)N2CCC3(CC2)Oc2ccccc2C(=O)N3Cc2ccccc2F)c1	-22%
CCCCOc1ccc(/C=C(\C#N)c2nc(-c3ccc(Cl)cc3)cs2)cc1	16%
NCc1ccccc1-c1ccc(OC(F)(F)F)cc1	13%[149 µM]
O=C(Oc1ccc2cc(-c3ccccc3)c(=O)oc2c1)C1CC1	u
COc1cccc(CN(C)C(=O)/C=C/c2ccc(S(=O)(=O)N3CCCCCC3)cc2)c1	-13%
Cc1ccccc1OCc1nc(C#N)c(N2CCC(C)CC2)o1	16%

The listing continues:
SMILES	KDM5B inh
O=c1[nH]nc2n1CCN(CC1CCCCC1)CC2	19%
COc1cc(OC)c(NC(=O)NC(C)c2c(-n3cccc3)sc(C)c2C)cc1Cl (stereo unspecified)	u
CCN1CCN(CCNC(=O)[C@H]2CCC[C@H]2NC(=O)c2ccc(OC)cc2)CC1	18%
CCCC(=O)Oc1ccc2c(=O)c(Oc3cc(C)cc(C)c3)coc2c1	-25%
Cc1ccc(C(=O)/C=C/c2ccccc2C)cc1C	-9%
COc1ccc(NC(=O)Nc2nnc(C(C)(C)C)s2)cc1	0%
Cc1cc(NC(=O)CNc2cc(S(=O)(=O)N3CCOCC3)ccc2N2CCCCC2)no1	8%
COc1ccc(-c2cc(-c3ccccc3)c(C#N)c(SCC(O)CS(=O)(=O)Cc3ccccc3)n2)cc1 (stereo unspecified)	u
CS(=O)(=O)NCCCNC(=O)c1cnc2ccccc2n1	7%
Cc1oc(-c2cccs2)nc1C(=O)NC(C)CN1CCOCC1 (stereo unspecified)	u
CC(=O)N(C1CC1)C1CCOC2(CCN(C(=O)NCCc3ccccc3)CC2)C1 (stereo unspecified)	-13%
O=C(Cc1cn2ccsc2n1)Nc1cccc(S(=O)(=O)N2CCCCCC2)c1	15%
O=C(NCCn1cccc1-c1nc(-c2ccc3c(c2)OCO3)no1)c1ccc2c(c1)OCO2	u
CC(=O)Nc1cc(NC(C)=O)cc(C(=O)NCC2CCCCC2)c1	23%
COc1ccc2[nH]c(C(=O)Nc3ncc(C)cc3Br)cc2c1	u
COc1ccc(C)cc1S(=O)(=O)N(CC(=O)NCc1ccco1)c1ccc(C)cc1	-11%
O=c1cc(COc2ccc(Cl)cc2Cl)nc2scc(-c3ccccc3)n12	-24%
Cc1cccc(NC(=O)c2nc3ccccc3nc2N2CCOCC2)c1C	8%
CCOc1cccc2cc(-c3nc(-c4ccccc4F)no3)c(=O)oc12	-9%
Cc1ccc2nc(-c3ccc(NC(=O)C(F)(F)F)cc3)sc2c1	u
O=C(CCn1c(=O)c2cccn2c2ccc(F)cc21)NCCc1ccccc1Cl	u
COC(=O)COc1ccc2c(C)c(C)c(=O)oc2c1C	u
Cc1cc(CN2C[C@H](NC(=O)CNS(C)(=O)=O)[C@@H](C3CC3)C2)on1	-3%
O=C(NC1CCN(c2cc(-c3ccc(F)cc3)[nH]n2)C1)c1c[nH]c2ccccc12 (stereo unspecified)	14µM*
COc1ccc(CCNC(=O)c2c(O)nc3ccccn3c2=O)cc1OC	u

Following part:
SMILES	KDM5B inh
C=CCNC(=O)N[C@H]1[C@H](O)[C@@H](N2CCN(C(C)=O)CC2)[C@@H]2OC[C@H]1O2	-12%[86.2 µM]
CC(=O)Nc1cccc(OCc2nc3c(n2Cc2ccccc2)C(=O)N(Cc2ccccc2F)CCN3)c1	0%
O=C(Nc1ccc(Cl)cc1)c1ccc(-n2cnnc2)cc1	-7%[11.5 µM]
CC(C)N(C(=O)COC(=O)c1ccc2ccccc2n1)C(C)C	-8%
COc1ccc(-c2cc(C(F)(F)F)n3ncc(-c4ccccc4)c3n2)cc1	-6%
COc1ccc(Cl)cc1NC(=O)c1cc2nc(-c3ccc4c(c3)OCO4)cc(C(F)(F)F)n2n1	-5%
CC(=O)Nc1cc(C(=O)COC(=O)c2cccc3ccccc23)ccc1O	-10%
CC(C)CC(=O)Nc1ccc2oc(-c3ccccc3)nc2c1	24%
CCc1nnc(NC(=O)CSc2nnc(C(C)NC(=O)c3ccccc3F)n2C)s1 (stereo unspecified)	11%
CC1CCc2cc(F)ccc2N1C(=O)C1(C)CC1(Br)Br (stereo unspecified)	-14%
CCN(CC)Cc1ccc(CNC(=O)c2nccnc2N)cc1	i
Cc1cccc(OCC(=O)Nc2cccc(C(=O)OCc3cc(=O)n4c(C)csc4n3)c2)c1	3%
COc1cccc(S(=O)(=O)N2CC3(Cc4ccccc4C(=O)N3)C2)c1	30%[activator][115 µM]
COc1cc(C)ccc1S(=O)(=O)N1CCCCC1CN1CCOCC1 (stereo unspecified)	u
Cc1ccc(-c2nn3c(=O)cc(CN4CCN(S(=O)(=O)c5ccc(Cl)cc5)CC4)nc3s2)cc1	6%
COc1cc(OC)cc(C(=O)N2CCC(Cc3nc(-c4ccc(F)cc4)no3)CC2)c1	16%

Five entries from above, in markdown:
| structure | KDM5B inh |
| --- | --- |
| CC(C)CC(=O)Nc1ccc2oc(-c3ccccc3)nc2c1 | 24% |
| CCc1nnc(NC(=O)CSc2nnc(C(C)NC(=O)c3ccccc3F)n2C)s1 (stereo unspecified) | 11% |
| CC1CCc2cc(F)ccc2N1C(=O)C1(C)CC1(Br)Br (stereo unspecified) | -14% |
| CCN(CC)Cc1ccc(CNC(=O)c2nccnc2N)cc1 | i |
| Cc1cccc(OCC(=O)Nc2cccc(C(=O)OCc3cc(=O)n4c(C)csc4n3)c2)c1 | 3% |

Assay outcomes: PubChem, National Center for Advancing Translational Sciences (NCATS)
